SKKanGAS inh: inhibitors of SKKanGAS S. pyogenes growth in kanamycin (SK-promoter or general growth effect); BacTiter-Glo, 6 h; 1.3% of 300,000 active; inhibition, % at 7.5 µM;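 active means mean replicate score, as percent of positive control median, at least 50; inconclusive means mean below 50 but one replicate at or above 50; inactive means mean and every replicate below 50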;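 further: strain carries kanamycin resistance gene driven by streptokinase promoter and grows in 40 µg/ml kanamycin; loss of luminescence reflects streptokinase promoter inhibition or plain growth inhibition; 0% = median of DMSO wells and 100% = positive control at its reference dose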
MrgX1 antag: human MrgX1 receptor antagonism, primary screen; 1.3% of 310,000 active; MRGX1-HEK293 calcium flux, Fluo-4, BAM8-22 antagonism; stronger effect = lower value; B-score at 10 µM; AID 588676;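 active means calcium-response B-score plate-corrected more than 3 library SD below zero, starting fluorescence within 5 deviations, no agonist response on first addition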;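 further: peak minus trough fluorescence over baseline after final BAM8-22 challenge near maximal dose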
Target sequence (Q96LB2 whole entry, looked up): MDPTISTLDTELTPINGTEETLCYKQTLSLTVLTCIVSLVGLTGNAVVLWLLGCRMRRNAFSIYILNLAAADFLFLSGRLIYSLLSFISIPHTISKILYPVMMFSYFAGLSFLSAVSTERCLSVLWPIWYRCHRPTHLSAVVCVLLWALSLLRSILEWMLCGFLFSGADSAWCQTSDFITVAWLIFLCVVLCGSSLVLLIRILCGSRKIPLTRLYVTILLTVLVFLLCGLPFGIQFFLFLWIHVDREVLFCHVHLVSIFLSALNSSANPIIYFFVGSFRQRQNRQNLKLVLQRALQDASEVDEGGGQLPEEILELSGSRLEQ
TRPC6 act: activates the mouse TRPC6 cation channel. B-score at 10 µM. AID 2550. 0.13% of 310,000 active. Q61143. HEK293-TRPC6 membrane potential dye fluorescence; stronger effect = higher value;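 active means B-score of the integrated fluorescence ratio above library mean plus 3 SD, and starting fluorescence ratio within library mean plus 5 SD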;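 further: higher score means more depolarization so channel activation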
MrgX1 PAM: allosterically activates human MrgX1 receptor signaling; Q96LB2; B-score at 10 µM; 0.63% of 310,000 active; MrgX1-HEK293, Fluo-4 calcium flux, FDSS; stronger effect = higher value;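 active means plate-corrected calcium response at least 3 library SD above typical, normal starting fluorescence, not activating the receptor alone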;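 further: compound read alongside a low EC10 to EC30 dose of BAM8-22 agonist; peak minus trough fluorescence over baseline measured at the second addition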
TRPC4 inh: TRPC4 (mouse) channel inhibition | HEK293 TRPC4beta/mu-opioid, DAMGO-evoked Fluo4 calcium flux; stronger effect = lower value | B-score at 10 µM | 0.39% of 300,000 active | AID 2247;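 active means B-score over 3 SD under the library average, no early fluorescence shift, positive overall ratio signal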
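Assay system: HEK293 cells with stable TRPC4beta plus mu-opioid receptor expression. Dosing: single dose. Measured by: Fluo4 Ca2+ flux fluorescence. Also added: DAMGO in two steps, submaximal then maximal. Read-out: B score from integrated Fluo4 fluorescence ratio.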
TRPC6 inhibitor: blocks the mouse TRPC6 cation channel; Q61143; HEK293-TRPC6, membrane potential dye, ACh-evoked depolarization; stronger effect = lower value; B-score at 10 µM; 1.1% of 310,000 active; AID 2553;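 active means B-score under library mean minus 3 SD, initial fluorescence not abnormally high, positive integrated signal ratio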;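 further: B-score derived from integrated fluorescence ratio over the kinetic read; more negative B-score means stronger inhibition of depolarization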
RGS4 inh: human RGS4 inhibition | 0.45% of 310,000 active | B-score at 10 µM | P49798 | HEK293 M3R/RGS4 inducible, Fluo-4 calcium flux; stronger effect = higher value; triggered by carbachol at its EC20;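 active means B-score, a plate-corrected calcium signal, over three deviations above library mean, with baseline fluorescence within five deviations of library mean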;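 further: RGS4 expression induced by doxycycline in cells with stable M3 receptor; B-score is computed from the integrated fluorescence ratio over baseline after carbachol; higher B-score means a larger calcium signal and so more RGS4 inhibition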
Target sequence (P49798 whole entry, looked up): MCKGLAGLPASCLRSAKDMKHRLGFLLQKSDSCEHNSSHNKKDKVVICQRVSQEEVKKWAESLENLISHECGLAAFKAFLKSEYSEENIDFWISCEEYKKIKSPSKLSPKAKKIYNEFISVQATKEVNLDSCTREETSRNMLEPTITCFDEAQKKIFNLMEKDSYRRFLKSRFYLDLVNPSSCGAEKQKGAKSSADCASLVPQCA
HIF act: HIF pathway transcriptional activation. activation, % at 7.5 µM (by protocol). 0.32% of 300,000 active. U2OS HRE-luciferase reporter, luminescence; normalized: DMSO 0%, desferrioxamine 100%;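 active means mean activation of at least 10% of the iron chelator positive control signal, with at least half of replicates also reaching 10%; inconclusive means mean and replicate majority disagree about reaching 10%; inactive means mean and most replicates under 10%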
Platelet DG rel: platelet dense granule release activity; 0.22% of 300,000 active; human platelet-rich plasma, SFLLRN dense granule ATP release, luminescence; AID 1663; inhibition, %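 (compounds screened at 7.5 µM in platelet-rich plasma)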;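 active means mean replicate score, as percent of positive control, at or above 50; inconclusive means mean below 50 but at least one replicate at or above 50; inactive means mean and every replicate below 50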
MrgX1 agonist: activates human MrgX1 receptor signaling; Q96LB2; MrgX1-HEK293 cells, Fluo-4 calcium fluorescence, agonist mode; stronger effect = higher value; B-score at 10 µM; 0.44% of 310,000 active;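 active means calcium response B-score plate-corrected fluorescence ratio at least 3 library SD, with starting fluorescence B-score inside 5 SD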
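Assay system: stable human MrgX1 HEK293 cell line. Quantity: 15,000 cells per well. Schedule: cells plated overnight, dye loaded 0.5 h 37 °C, 0.5 h room temperature. Detection: Fluo-4 NW calcium-flux fluorescence, kinetic read. Read-out basis: peak-minus-minimum fluorescence over baseline, converted to B scores. Control set: positive and negative control wells on each plate.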
RGS4 act: RGS4 potentiation or activation; 0.92% of 310,000 active; AID 463111; HEK293 M3R/inducible RGS4, carbachol calcium flux Fluo4; stronger effect = lower value; B-score at 10 µM;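 active means B-score of the integrated calcium signal more than 4 SD below the library mean, with starting fluorescence not abnormally high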;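 further: negative B-score means reduced calcium response which marks RGS4 activation or potentiation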
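Test system: HEK293 cells with stable M3R and inducible RGS4; also added: carbachol at ECmax as muscarinic agonist stimulus; schedule: dye loading 30 min 37 °C, buffer rest 30 min RT; technique: kinetic calcium fluorescence imaging with Fluo4-AM dye, 2 µM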
* = called active by the depositor; i = inactive; ? = inconclusive; . = not tested or not shown.

SMILES	SKKanGAS inh	MrgX1 antag	TRPC6 act	MrgX1 PAM	TRPC4 inh	TRPC6 inhibitor	RGS4 inh	HIF act	Platelet DG rel	MrgX1 agonist	RGS4 act
O=C(CSc1ccc2nnc(-c3ccccc3)n2n1)NCc1ccc2c(c1)OCO2	-4	i	i	i	i	i	i	-0.2	-11	i	i
CC(Cc1ccsc1)NC(=O)CCc1nnc(COc2ccccc2)o1 (configuration not stated)	-6	i	i	i	i	i	i	1.4	1	i	i
Nc1c(-c2ccccc2)c(CSc2nc3ccccc3[nH]2)nn1-c1ccc(Cl)cc1	30	i	i	i	i	i	i	0.1	0	i	i
N#C/C(=C\c1ccc(-c2ccccc2)cc1)c1nc(-c2ccco2)cs1	-6	i	i	i	i	i	i	1.2	-6	i	i
O=C(N/N=C/c1ccc[nH]1)c1cc(-c2ccc(Cl)cc2)nc2ccccc12	34	i	i	i	i	i	i	-0.1	-4	i	i
CCOCCCn1c(=S)[nH]c2cc(C(=O)N3CCN(c4ccccc4)CC3)ccc2c1=O	13	i	i	i	i	i	i	-0.6	-7	i	i
Cc1ccc(-n2nnc3c(=O)n(Cc4ccccn4)cnc32)cc1C	16	i	i	i	i	i	i	-0.8	4	i	i
CCCCN(C)C(=O)CSc1nc(NCc2ccc(OC)cc2)c2ccccc2n1	1	i	i	i	i	-9.7*	i	-0.3	5	i	i
O=C(CSc1nnc(CNC(=O)c2ccco2)o1)Nc1ccc(F)cc1F	-14	i	i	i	i	i	i	2.6	-9	i	i
CC1(C)CC(=O)C2=C(C1)N(c1ccccc1C#N)C(N)=C(C#N)C2c1cccs1 (configuration not stated)	1	i	i	i	i	i	i	-0.1	3	i	i
Cc1ccc(-n2nc3c(=O)n(CCCC(=O)NCc4ccc(C)o4)nc(C)c3c2C)cc1	0	i	i	i	i	i	i	-0.1	3	i	i
CCCN1CCN(C(=O)Cn2nc(C)n3c(cc4sccc43)c2=O)CC1	0	i	i	i	i	i	i	-0.5	0	i	i
Cc1cc(C)cc(NC(=O)CN2CCC(NC(=O)Cc3ccccc3)CC2)c1	5	i	i	i	i	i	i	.	4	i	i
O=C(O)c1ccccc1OC(=O)C12CC3CC(CC(C3)C1)C2	.	i	i	i	i	i	i	-0.3	0	i	i
COc1ccccc1CNC(=O)CCNS(=O)(=O)c1ccc2c(c1)oc(=O)n2C	3	i	i	i	i	i	i	-0.5	-6	i	i
CCOC(=O)c1nnn(-c2nonc2-n2cccc2)c1CN1CCC(C)CC1	?	i	i	i	i	i	i	-1.2	2	i	-8*
COc1ccc(C)cc1-n1nnnc1SCC1CCCCO1 (configuration not stated)	5	i	i	i	i	i	i	-0.3	-1	i	i
Cc1ccc(S(=O)(=O)NCCN2CCOCC2)c(C)c1	1	i	i	i	i	i	i	2.2	-5	i	i
O=C(CSc1ccc(-c2cccc([N+](=O)[O-])c2)nn1)N1CCCCC1	0	i	i	i	i	i	i	0.1	4	i	i
O=C(/C=C/c1cc([N+](=O)[O-])ccc1OC(F)F)Nc1cccc(OC(F)F)c1	2	i	i	i	i	i	i	-0.3	2	i	i
CCOC(=O)N1CCC(N2C(=O)c3ccccc3C2Nc2ccc(S(=O)(=O)N3CCCCC3)cc2)CC1 (configuration not stated)	4	i	i	i	i	i	i	-1.1	4	i	i
COc1ccc(OC)c(NC(=O)CNC(=O)c2ccc([N+](=O)[O-])cc2)c1	-10	i	i	i	i	i	i	-0.2	-5	i	i
CN(CC(=O)NCc1ccccc1Cl)S(=O)(=O)c1ccc2c(c1)n(C)c(=O)c(=O)n2C	-12	i	i	i	i	i	i	0.4	4	i	i
COc1ccc(C(=O)COC(=O)CN2C(=O)C3C4C=CC(C4)C3C2=O)cc1 (configuration not stated)	-7	i	i	i	i	i	i	-0.1	4	i	i
CCOCCCNC(=O)C1CCN(S(=O)(=O)c2ccc(C)cc2)CC1	-7	i	i	i	i	i	i	0.2	3	i	i
O=C(CNC(=O)c1ccc(S(=O)(=O)N2CCCC2)cc1)N/N=C/c1c(Cl)cccc1Cl	-10	i	i	i	i	i	i	.	3	i	i
COc1ccccc1OCCn1c(=S)[nH]c2ccccc21	0	i	i	i	i	i	i	1.1	-2	i	i
C=CCn1c(SCC(=O)Nc2nnc(C)s2)nnc1-c1cccnc1	-5	i	i	i	i	i	i	-0.1	3	i	i
CCOc1ccc(/C=N/n2c(C3CCCCC3)n[nH]c2=S)cc1	17	i	i	i	i	i	i	-3.3	-2	i	i
CCOc1ccc(CNC(=O)CCCn2nc(C)c3c(C)n(-c4ccc(C)cc4)nc3c2=O)cc1	4	i	i	i	i	i	i	0.0	6	i	i
Cn1cnnc1Sc1ccc(C(=O)OCC(=O)NCC(F)(F)F)cc1[N+](=O)[O-]	-8	i	i	i	i	i	i	-1.2	12	i	i
CC1CN(S(=O)(=O)c2cccc(C(=O)NN3CCN(C)CC3)c2)CC(C)O1 (configuration not stated)	-2	i	i	i	i	i	i	-0.5	-9	i	i
Nc1nc(SCC(=O)NCc2ccc(F)cc2)[nH]c(=O)c1NC(=O)c1ccc(Cl)cc1	14	i	i	i	i	i	i	-0.2	11	i	i
CC(C)=CC[N+]1(C)CCCCC1	.	i	i	i	i	i	i	-0.3	-2	i	i
NS(=O)(=O)OCCCc1ccc(C(F)(F)F)cc1	-7	i	i	i	i	i	i	-1.2	-2	i	i
Cc1ccc(S(=O)(=O)N[C@H](C(=O)N2CCC(C(=O)N3CCC[C@H]3C(=O)O)CC2)C(C)C)cc1	0	.	i	.	i	i	i	-0.6	12	.	i
CSCC[C@H](NC(=O)Nc1ccc(OC(F)(F)F)cc1)C(=O)O	-3	i	i	i	i	i	i	-0.5	2	i	i
C(=N\N1CCN(Cc2ccccc2)CC1)/c1cccs1	2	i	i	i	i	i	i	2.4	-1	i	i
CSc1cccc(NC(=S)N(Cc2ccc(C)cc2)Cc2cccnc2)c1	6	i	i	i	i	i	i	1.0	8	i	i
COc1ccc(-n2ncc3c(NC(C)C)ncnc32)cc1	5	i	i	i	i	i	i	0.1	-1	i	i
COc1ccc(C(=O)OC(C)C(=O)NC(C)CCc2ccccc2)cc1[N+](=O)[O-] (configuration not stated)	-15	i	i	i	i	i	i	-0.5	-22	i	i
O=C(Nc1ccc(F)cc1)c1csc(Cc2ccccc2)n1	10	i	i	i	i	i	i	1.2	3	i	i
Cc1nn(Cc2ccc([N+](=O)[O-])cc2)c(=O)n1-c1ccc(F)cc1	6	i	i	i	i	i	i	0.1	0	i	i
CCN1CCN(C(=O)c2cc3cc4cc(OC)ccc4nc3s2)CC1	1	i	i	i	i	i	i	0.6	0	i	i
Cc1cccn2cc(CNC(=O)c3ccc(Br)o3)nc12	1	i	i	i	i	i	i	-0.2	1	i	i
O=C(c1ccc(C(=O)N2CCCc3ccccc32)s1)N1CCCc2ccccc21	12	i	i	i	i	-6.6*	i	-0.2	3	i	i
O=C(c1ccc(O)cc1)c1ccc(C(=O)c2ccc(O)cc2)cc1	83*	i	i	i	i	i	i	-0.3	-1	i	i
NC1=NC(=O)/C(=C/c2cn(Cc3ccccc3)c3ccccc23)S1	0	i	i	i	i	i	i	-34	-29	i	i

2 of the compounds above, with values under each structure.
Every second line gives: SKKanGAS inh	MrgX1 antag	TRPC6 act	MrgX1 PAM	TRPC4 inh	TRPC6 inhibitor	RGS4 inh	HIF act	Platelet DG rel	MrgX1 agonist	RGS4 act
CCN1CCN(C(=O)c2cc3cc4cc(OC)ccc4nc3s2)CC1
→ 1	i	i	i	i	i	i	0.6	0	i	i
Cc1cccn2cc(CNC(=O)c3ccc(Br)o3)nc12
→ 1	i	i	i	i	i	i	-0.2	1	i	i

(list continues)
SMILES	SKKanGAS inh	MrgX1 antag	TRPC6 act	MrgX1 PAM	TRPC4 inh	TRPC6 inhibitor	RGS4 inh	HIF act	Platelet DG rel	MrgX1 agonist	RGS4 act
COC(=O)c1ccccc1NC(=O)CN1CCC(C)CC1	23	i	i	i	i	-5.1*	i	-0.2	1	i	i
COc1ccc(CN2CCCN(S(=O)(=O)c3ccc(Br)cc3)CC2)cc1	-1	i	i	i	i	i	i	-10	4	i	i
COc1ccc(-c2cc(C(=O)NCCCN3CCOCC3)c3ccccc3n2)cc1OC	10	i	i	i	i	i	i	-0.3	-7	i	i
COC(=O)c1c(NC(=O)CC2Nc3ccccc3NC2=O)sc(C)c1C (configuration not stated)	0	i	i	i	i	i	i	-0.3	1	i	i
CC1(C)Cc2c(sc(NC(=O)c3ccco3)c2C#N)CO1	-2	i	i	i	i	i	i	0.6	3	i	i
O=c1c2cccnc2[nH]c(=S)n1CCCN1CCN(c2ccccc2F)CC1	-1	i	i	i	i	i	i	-0.9	-4	i	i
C=CCOc1ccc(CNC(C)(C)CO)cc1OCC	-16	i	i	i	i	i	i	-0.3	-1	i	i
COc1cccc(OCC(=O)NNC(=O)c2ccc3ccccc3c2O)c1	-5	.	i	.	i	i	i	-1.9	1	.	i
C/C(=N\Nc1nc(C)cc(C)n1)c1ccc(N2CCOCC2)cc1	-7	i	i	i	i	i	i	0.6	-14	i	i
C/C(=N\NC(N)=O)c1c(F)cccc1F	3	i	i	i	i	i	i	-0.8	-2	i	i
O=C(CC1C(=O)NCCN1C/C=C/c1ccccc1)NCCc1ccncc1 (configuration not stated)	-4	i	i	i	i	i	i	-0.1	0	i	i
Cn1c(=O)[nH]c(=O)c2c1nc(N/N=C/C(Br)=C/c1ccccc1)n2CCO	3	i	i	i	i	i	i	0.6	-3	i	i
O=C(CNC(=O)c1cccs1)NCC(=O)OCc1ccc(Cl)cc1	-4	i	i	i	i	i	i	0.3	2	i	i
O=C(COc1ccccc1)Nc1ncc2c(n1)CCCC2=O	0	i	i	i	i	i	i	-0.5	9	i	i
S=c1nc(NCc2ccc3c(c2)OCO3)c2ccccc2[nH]1	11	i	i	i	i	i	i	-19	-3	i	i
N#Cc1cnc2sc3ccccc3n2c1=N	3	i	i	i	i	i	i	1.2	8	i	i
CCOc1ccc(CCNC(=O)CCS(=O)(=O)c2ccc(OC)cc2)cc1OCC	-5	i	i	i	i	i	i	-0.3	9	i	i

High-throughput results (PubChem)
